# Compound activity as filed in PubChem.
# UPR CHOP act – activators of apoptotic arm of unfolded protein response (CHOP) | CHO-CHOP luciferase reporter, UPR activation, luminescence; percent of tunicamycin response over DMSO baseline | activation, % at 10 µM | 330,000 tested, 0.34% active;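 active = at 10 µM dose, activation of 40% or more, normalized to positive control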;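 also: 100% = tunicamycin at 10 µg/mL and 0% = DMSO alone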
#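 System: CHO-CHOP luciferase reporter cell line; amount: 500 cells/well; buffer or medium: F12 medium containing 10% fetal bovine serum; incubation: 6 h compound exposure at 37 °C after overnight seeding; measured by: luciferase luminescence after 10 min with Steady-Glo reagent; evaluation: % reporter activation, DMSO baseline versus tunicamycin full activation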
# APJ agonist – activates the human apelin receptor APJ; P35414; AID 2520; CHO-K1 APJ PathHunter beta-arrestin, luminescence; 0% DMSO wells, 100% apelin; 330,000 tested, 0.11% active; activation, % at 20 µM;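 active = activation more than six SD over the plate average, tested at 20 µM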;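 also: 0% = DMSO alone and 100% = apelin-13 at 10 nM; some results filed as inactive read as strong as hits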
# Target sequence (P35414 whole entry, looked up): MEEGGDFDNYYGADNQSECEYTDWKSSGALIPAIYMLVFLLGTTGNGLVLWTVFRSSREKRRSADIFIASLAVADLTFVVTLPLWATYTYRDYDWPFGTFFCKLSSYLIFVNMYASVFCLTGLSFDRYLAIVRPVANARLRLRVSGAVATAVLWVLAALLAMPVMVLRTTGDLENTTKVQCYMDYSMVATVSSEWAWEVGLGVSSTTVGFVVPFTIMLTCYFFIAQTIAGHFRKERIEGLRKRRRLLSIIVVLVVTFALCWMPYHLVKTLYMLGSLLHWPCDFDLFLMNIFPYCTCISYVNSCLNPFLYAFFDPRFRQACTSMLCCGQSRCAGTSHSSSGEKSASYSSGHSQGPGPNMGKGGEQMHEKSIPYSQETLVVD
#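 Material: engineered CHO-K1 APJ arrestin reporter cells; amount: 1000 CHO-K1 reporter cells seeded per well; incubation: compound stimulation 90 min at 25 °C, detection 60 min; signal: luminescent beta-gal fragment complementation, chemiluminescent substrate; read-out basis: APJ agonist activity; controls: DMSO-only wells as negative, 10 nM Apelin-13 as positive control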
# tim10-1 inh – inhibits growth of tim10-1 mutant yeast; S. cerevisiae tim10-1 ts strain growth, BacTiter-Glo, 24 h; 330,000 tested, 2.2% active; inhibition, % at 20 µM;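 active = inhibition of at least 40%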;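 also: mutant grown at 25 °C; 0% = DMSO wells with yeast and 100% = wells holding no yeast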
# CXCR6 inh – blocks human CXCR6 beta-arrestin recruitment; O00574; CHO-K1 PathHunter CXCR6 beta-arrestin, luminescence; inhibition, % at 20 µM; 360,000 tested, 0.36% active; in the data active = inhibition above about 34%, passing the limit was not always enough;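 also: antagonist mode with CXCL16 agonist at 10 nM final; 0% = 10 nM CXCL16 with DMSO and 100% = unstimulated wells without agonist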
# Target sequence (O00574 whole entry, looked up): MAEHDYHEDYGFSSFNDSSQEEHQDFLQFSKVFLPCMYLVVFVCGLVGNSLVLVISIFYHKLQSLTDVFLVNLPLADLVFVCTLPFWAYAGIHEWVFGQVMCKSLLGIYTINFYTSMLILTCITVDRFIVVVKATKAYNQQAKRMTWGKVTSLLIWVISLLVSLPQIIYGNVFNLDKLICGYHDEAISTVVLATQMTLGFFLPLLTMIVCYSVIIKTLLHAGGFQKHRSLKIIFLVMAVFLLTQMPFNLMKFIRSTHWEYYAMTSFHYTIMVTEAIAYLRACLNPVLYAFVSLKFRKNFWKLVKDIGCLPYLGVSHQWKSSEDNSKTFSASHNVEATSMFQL
# Mdm2 MdmX PPI – inhibitors of human Mdm2/MdmX interaction; SaOS-2 split-luciferase Mdm2/MdmX complementation, luminescence; AID 485346; inhibition, % at 8 µM; O15151+Q00987; 330,000 tested, 3% active;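 active = inhibition of at least 50% at 8 µM in the primary screen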
# TIM10 inh – inhibits growth of TIM10 yeast strain. AID 463195. inhibition, % at 10 µM. 330,000 tested, 1.4% active. S. cerevisiae TIM10 strain growth, BacTiter-Glo luminescence, 24 h;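 active = inhibition of 40% or more at the single tested concentration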;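 also: wild-type TIM10 isogenic control strain grown at permissive 25 °C; 0% = DMSO yeast wells and 100% = minimal medium wells without yeast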
# APJ antag – blocks the human apelin receptor APJ | P35414 | CHO-K1 APJ beta-arrestin complementation, luminescence | inhibition, % at 20 µM | 330,000 tested, 0.32% active;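 active = inhibition above about 40% at 20 µM, limit read from the data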;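 also: cells challenged with 10 nM apelin-13 agonist together with compound; plate controls were apelin-13 plus DMSO wells for no effect and DMSO wells lacking apelin-13 for full effect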
# tim23-1 inh – inhibits growth of tim23-1 mutant yeast; 330,000 tested, 1.3% active; inhibition, % at 20 µM; AID 463212; S. cerevisiae tim23-1 growth, BacTiter-Glo luminescence, 24 h;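 active = growth inhibition of the mutant yeast at or above 50%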;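 also: temperature-sensitive mutant grown at 25 °C; plate controls were DMSO-treated mutant yeast for no effect and medium wells lacking yeast for full effect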
# XBP1 UPR activ – activators of adaptive arm of unfolded protein response (XBP1); CHO-XBP1 luciferase reporter, IRE1-XBP1 UPR activation, luminescence; percent of tunicamycin response, DMSO as zero; activation, % at 20 µM; 330,000 tested, 0.33% active; AID 463104;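 active = versus positive control, 20 µM dose yields 30% or more activation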;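 also: 100% = tunicamycin at 10 µg/mL and 0% = DMSO only wells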
#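 Material: IRE1-XBP1 luciferase reporter CHO line / Quantity: one thousand reporter cells per well / Buffer or medium: F12 with 10% serum / Compound: 20 µM single concentration, DMSO 1% / Times: 6 h treatment, 37 °C / Detection: Steady-Glo luciferase glow luminescence, 10 min after reagent addition / Benchmarks: tunicamycin high, DMSO low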
# Starred values were filed as active, the others as inactive; . = no result given.
# A first look (12 entries):
# The line under a structure holds: UPR CHOP act	APJ agonist	tim10-1 inh	CXCR6 inh	Mdm2 MdmX PPI	TIM10 inh	APJ antag	tim23-1 inh	XBP1 UPR activ
- CCCCN(C(=O)c1cc(CC)c(C)s1)c1c(N)n(CCC)c(=O)[nH]c1=O
    0.0	-6	-15	1	-23	4	-43	-3	-1
- OCCC#Cc1ccc(CN2CCN(C3CCCCC3)C(CCO)C2)cc1 (stereo unspecified)
    -2.1	-2	3	-14	-11	-11	-2	13	0
- COCCCNC(=O)CSc1ccsc1[N+](=O)[O-]
    0.2	-5	2	-2	22	17	7	-5	0
- Cc1cc2n(n1)C(c1cn(-c3ccccc3)nc1C)Nc1ccccc1-2 (stereo unspecified)
    0.4	-4	14	4	-3	23	-6	22	1
- Cc1ccc(N2CC(C(=O)NCCc3ccc(S(N)(=O)=O)cc3)CC2=O)cc1 (stereo unspecified)
    -0.2	1	-4	4	3	-6	9	-1	1
- CC1CCCC(C)N1CC(O)COc1c(F)cc(Br)cc1F (stereo unspecified)
    -1.6	1	25	0	14	-7	13	7	-3
- COc1nc(C)nc2c1sc(=S)n2C
    -0.7	-7	11	-5	-15	5	-2	5	0
- CCN(CC)S(=O)(=O)c1cccc(C(=O)NCCCN2CCOCC2)c1
    -2.1	0	-1	-8	18	4	-12	-9	-2
- CCOC(=O)c1c(-c2cccs2)csc1NC(=O)c1ccncc1
    0.6	-1	14	-8	32	-7	3	-5	0
- COc1ccc(OC)c(NC(=O)c2cc(-c3cc(C)cc(C)c3O)n[nH]2)c1
    0.4	-3	-3	1	13	8	15	-3	4
- CCc1[nH]nc(C(=O)NC2CCCN(Cc3ccccc3F)C2)c1C (stereo unspecified)
    -0.7	-3	10	-1	17	-3	10	-5	-2
- Cc1cc(C)c(C#N)c(SCc2nc3ccccc3c(=O)[nH]2)n1
    1.3	-1	19	-4	4	3	5	-2	3

# Main list (from the top)
# The line under a structure holds: UPR CHOP act	APJ agonist	tim10-1 inh	CXCR6 inh	Mdm2 MdmX PPI	TIM10 inh	APJ antag	tim23-1 inh	XBP1 UPR activ
- CCCCN(C(=O)c1cc(CC)c(C)s1)c1c(N)n(CCC)c(=O)[nH]c1=O
    0.0	-6	-15	1	-23	4	-43	-3	-1
- OCCC#Cc1ccc(CN2CCN(C3CCCCC3)C(CCO)C2)cc1 (stereo unspecified)
    -2.1	-2	3	-14	-11	-11	-2	13	0
- COCCCNC(=O)CSc1ccsc1[N+](=O)[O-]
    0.2	-5	2	-2	22	17	7	-5	0
- Cc1cc2n(n1)C(c1cn(-c3ccccc3)nc1C)Nc1ccccc1-2 (stereo unspecified)
    0.4	-4	14	4	-3	23	-6	22	1
- Cc1ccc(N2CC(C(=O)NCCc3ccc(S(N)(=O)=O)cc3)CC2=O)cc1 (stereo unspecified)
    -0.2	1	-4	4	3	-6	9	-1	1
- CC1CCCC(C)N1CC(O)COc1c(F)cc(Br)cc1F (stereo unspecified)
    -1.6	1	25	0	14	-7	13	7	-3
- COc1nc(C)nc2c1sc(=S)n2C
    -0.7	-7	11	-5	-15	5	-2	5	0
- CCN(CC)S(=O)(=O)c1cccc(C(=O)NCCCN2CCOCC2)c1
    -2.1	0	-1	-8	18	4	-12	-9	-2
- CCOC(=O)c1c(-c2cccs2)csc1NC(=O)c1ccncc1
    0.6	-1	14	-8	32	-7	3	-5	0
- COc1ccc(OC)c(NC(=O)c2cc(-c3cc(C)cc(C)c3O)n[nH]2)c1
    0.4	-3	-3	1	13	8	15	-3	4
- CCc1[nH]nc(C(=O)NC2CCCN(Cc3ccccc3F)C2)c1C (stereo unspecified)
    -0.7	-3	10	-1	17	-3	10	-5	-2
- Cc1cc(C)c(C#N)c(SCc2nc3ccccc3c(=O)[nH]2)n1
    1.3	-1	19	-4	4	3	5	-2	3
- COC/C=C/C1=CC2=CC(=O)C(C)(OC(=O)c3cnc4ccccc4n3)C(=O)C2=CN1c1cccc(C#N)c1 (stereo unspecified)
    -3.0	5	-4	.	17	2	-25	3	-1
- CCOC(=O)C1CCCN(c2c(NCCCN(CC)c3ccccc3)c(=O)c2=O)C1 (stereo unspecified)
    4.2	-1	3	-1	-27	9	-13	8	0
- CC(C)CCN1CCN(C2CSCCSC2)CC1CCO (stereo unspecified)
    0.1	-4	0	-4	-9	-4	1	-10	2
- Cc1ccc(C(=O)Nc2ccc3nc(C)sc3c2)s1
    5.4	-1	-34	-2	-127	1	10	29	1
- O=C(c1ccc(Cl)nc1)N1CCN(S(=O)(=O)c2ccc3c(c2)OCCO3)CC1
    -0.8	-2	17	4	26	7	19	15	-1
- CCOc1ccccc1NC(=O)N1CCCC(c2nc3c(nnn3Cc3ccc(C)cc3)c(=O)[nH]2)C1 (stereo unspecified)
    -0.3	-4	16	4	9	8	5	7	3
- O=C(CCCc1ccccc1)NC1CCSC1=O (stereo unspecified)
    0.5	1	-11	0	11	-8	4	-12	0
- Nc1cc(=O)nc(SCC(=O)Nc2ccccc2)n1-c1ccccc1
    -0.7	-1	3	-4	11	-10	8	-6	0
- CCC1(C)CC(c2csc(N)n2)CCO1 (stereo unspecified)
    -0.1	-2	6	3	-11	15	-3	1	3
- Cc1ccc(NC(=O)C(=O)c2ccc(C)cc2)cc1
    3.8	1	-13	9	-146	16	11	12	-4
- CCN(C(=O)CSc1nnc(-c2cccs2)n1CC)C1CCS(=O)(=O)C1 (stereo unspecified)
    0.9	-2	0	2	9	-17	6	4	-1
- COc1ccc(OC)c(NC(=O)c2ccc(NS(=O)(=O)c3c(C)noc3C)cc2)c1
    -1.6	5	13	3	25	9	-1	13	-1
- Cc1c(C(=O)NCCN2C(=O)S/C(=C\c3cccs3)C2=O)cccc1[N+](=O)[O-]
    3.8	-1	17	-15	-7	-30	-5	-18	-2
- O=C1CCNCCN1[C@H](CO)c1ccccc1
    -0.3	9	-27	-3	-8	-1	-30	-7	1
- O=C(NCc1ccccc1)c1sc(=S)n2c1[nH]c(=O)c1ccccc12
    -2.4	-1	38	-7	5	9	3	20	2
- COCc1c(C(=O)OCc2c(C)noc2C)oc2ccccc12
    1.6	-1	8	2	6	-12	12	-6	2
- O=C(C1CCCN(Cc2cccc(F)c2)C1)N1CCCCC1 (stereo unspecified)
    1.0	-5	1	0	-3	3	9	7	0
- O=C(NCc1ccccc1)N[C@@H](Cc1c[nH]c2ccccc12)C(=O)O
    1.3	-3	6	-11	-4	-14	1	-3	2
- O=C(O)Cc1c(-c2ccccc2)c2cc(Cl)ccc2[nH]c1=O
    -1.7	3	31	2	4	16	-18	13	-5
- CCCOP(=O)(c1ccc(N(C)C)cc1)C(O)c1ccc(N(C)C)cc1 (stereo unspecified)
    -0.9	-4	2	-4	19	8	4	1	-4
- CCN(C(=O)CN1C(=O)NC(c2ccccc2)(c2ccccc2)C1=O)c1ccccc1
    -0.9	-3	5	0	-21	21	0	8	-7
- CC(C)c1ccc(C(=O)NC(=S)Nc2ccc3[nH]c(=O)[nH]c3c2)cc1
    1.3	1	20	9	38	-5	-5	5	1
- Cc1nnc(NC(=O)/C=C/c2ccco2)s1
    3.5	-4	12	-6	-8	9	-14	12	4
- N#CCc1ccc(OC(=O)c2cccnc2Cl)cc1
    2.3	2	1	5	7	-11	8	4	3
- Cc1ccc(S(=O)(=O)CC(=O)Nc2cccc(C)n2)cc1
    0.0	-1	-16	12	-30	-5	0	4	2
- O=C(CCCN1C(=O)S/C(=C\c2ccccc2)C1=O)NNC(=O)c1ccccc1O
    -6.3	-4	-9	-2	44	-17	7	-7	-4
- CC1=C(C(=O)OC(C)C)C(c2cccnc2)n2ncnc2N1 (stereo unspecified)
    0.6	-6	4	-2	10	-6	-7	3	-1
- COc1ccc(-n2nc(C(=O)Nc3nc4ccc(OC)cc4s3)c3ccccc3c2=O)cc1
    0.4	-1	11	4	23	11	0	-1	2
- CC(=O)c1ccc(NC(=O)COc2ccc3c(c2)OCO3)cc1
    2.0	-1	-8	-6	-9	1	-7	25	0
- COc1ccc(S(=O)(=O)Nc2cccc3c2O[C@H](CN(C)S(=O)(=O)c2ccc(OC)cc2)[C@@H](C)CN([C@H](C)CO)C3=O)cc1
    -0.1	-4	-6	0	25	-1	0	-1	-4
- CCOc1ccc(N(CC(=O)O)S(=O)(=O)c2cccnc2)cc1
    -0.1	-3	8	-12	-3	11	7	8	-1
- COC(=O)c1cc2c(ccn2-c2ccc(F)cc2)n1CC(=O)N1CCN(C(=O)c2ccco2)CC1
    0.7	2	23	-10	-11	38	-2	18	-1
- COc1ccccc1Sc1nc(-c2ccccn2)ncc1OC
    0.7	-2	19	7	27	-11	7	15	3
- C#Cc1ccc([C@@H]2C=C(C(=O)O)O[C@H](OCCCCO)C2)cc1
    0.8	-4	6	-2	-3	-1	9	-2	1
- CCN1CCCC1CNC(=O)CN1C(=O)COc2ccc(C)cc21 (stereo unspecified)
    -1.0	-2	3	3	8	-13	12	0	-3
- Cc1ccc(C(=O)OC/C(O)=C(\C#N)c2nc3ccccc3[nH]2)cc1S(=O)(=O)N1CCOCC1
    0.1	0	3	-10	21	1	11	7	-3
- CCOC(=O)c1sc(C)c2c1NC1(CCCCC1)NC2=O
    -0.5	-2	27	3	18	13	3	33	7
- COc1ccc(C(=O)Oc2cccc(Nc3ncnc4ccccc34)c2)cc1OC
    3.9	-1	12	-1	37	12	-3	7	2

# (next part)
# The line under a structure holds: UPR CHOP act	APJ agonist	tim10-1 inh	CXCR6 inh	Mdm2 MdmX PPI	TIM10 inh	APJ antag	tim23-1 inh	XBP1 UPR activ
- CSc1cccc(NC(=O)c2ccccc2N(C)S(C)(=O)=O)c1
    0.6	-2	7	-2	-16	5	1	13	-3
- Cc1ccccc1OCCN1CCCC1
    1.6	-1	-18	-1	7	-9	19	3	-1
- COc1ccccc1CNC(=O)C(CCSC)NS(=O)(=O)c1ccc2c(c1)oc(=O)n2C (stereo unspecified)
    -0.2	-4	-7	4	11	-2	-7	-14	0
- COCCNC(=O)Cn1cc(C(=O)c2ccco2)c2ccccc21
    0.0	-4	13	-2	6	9	7	-6	-1
- c1ccc(COc2cccc(CNCc3ccccn3)c2)cc1
    0.0	-3	31	0	-24	-13	-3	2	4

# The list is partial; the hit share may differ from the screen's.
